# Screening data: PubChem, National Center for Advancing Translational Sciences (NCATS)
# TrxR1 substrate = rat thioredoxin reductase 1 substrate activity | actives 0.01% (n = 390,000) | O89049 | Potency, µM (titrated, usually from 114 µM), for inactives: at the highest dose activity change, negative = substrate turnover | purified TrxR1 substrate turnover, NADPH consumption readout | AID 588456; further: potency means the concentration at half of the fitted maximal effect; on the % scale 0 is the no-effect control and ±100 the full control effect; nearly all actives have a fitted effect of over 50% in size
#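 Rat TrxR1, dispensed at 90 nM, was prereduced with 400 uM NADPH (final) for 5 min at ~22 deg C, then incubated with compound 15 min before 400 uM selenite. A first-read NADPH fluorescence drop versus no-compound background flagged substrates.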
# D2 agonist = D2 dopamine receptor (human) agonism. AID 485358. activation, % at 2 µM. actives 0.53% (n = 340,000). HEK293 T-REx D2 cells, calcium flux agonist mode;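 active means activation over 3 SD above normal in the single-dose calcium agonist read, cut at about 30% in these data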; further: 0% is about no effect
# Target sequence (P14416 whole entry, looked up): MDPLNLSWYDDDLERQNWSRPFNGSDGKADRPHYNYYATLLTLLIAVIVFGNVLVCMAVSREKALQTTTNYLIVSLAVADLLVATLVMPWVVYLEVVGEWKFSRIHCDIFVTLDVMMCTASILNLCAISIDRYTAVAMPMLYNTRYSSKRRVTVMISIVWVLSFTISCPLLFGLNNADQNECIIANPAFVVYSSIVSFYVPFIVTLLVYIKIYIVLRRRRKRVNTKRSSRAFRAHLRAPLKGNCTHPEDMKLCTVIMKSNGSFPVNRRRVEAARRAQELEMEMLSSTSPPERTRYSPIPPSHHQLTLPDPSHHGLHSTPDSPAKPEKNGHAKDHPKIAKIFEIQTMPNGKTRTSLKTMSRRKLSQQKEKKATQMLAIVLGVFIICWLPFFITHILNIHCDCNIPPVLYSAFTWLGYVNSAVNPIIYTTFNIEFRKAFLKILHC
#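 Agonism is scored from calcium flux in a force-coupled, inducible HEK293 cell line expressing D2, read kinetically for 180 s after compound addition against dopamine controls.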
# TRHR ag = agonists of human TRH receptor | activation, % at 2 µM | TRHR cells, calcium flux fluo-8, FDSS agonist mode | AID 493084 | actives 0.18% (n = 360,000) | P34981; in the data active means activation above about 30%; further: 0% is about no effect
#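 TRHR-expressing cells loaded with fluo-8 calcium dye; 23 nL library compound pin-transferred, kinetic FDSS fluorescence (Ex 480/Em 530) recorded about 180 s for agonist-induced calcium release, before a 10 nM TRH EC20 addition for potentiator mode.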
# mIDH1 inhibitor = inhibitors of human mutant IDH1 R132H. IDH1-R132H enzyme, NADPH consumption, diaphorase/resazurin fluorescence. Potency, µM (doses to about 76.6 µM), for the others: at the highest dose activity change, negative = inhibition, most hits filed as inhibitors. actives 0.093% (n = 390,000). AID 602179; further: potency means the concentration at half of the fitted maximal effect; on the % scale 0 is the no-effect control and ±100 the full control effect; nearly all actives have a fitted effect of over 65% in size
# Target sequence (O75874 whole entry R132H, stated change not applied): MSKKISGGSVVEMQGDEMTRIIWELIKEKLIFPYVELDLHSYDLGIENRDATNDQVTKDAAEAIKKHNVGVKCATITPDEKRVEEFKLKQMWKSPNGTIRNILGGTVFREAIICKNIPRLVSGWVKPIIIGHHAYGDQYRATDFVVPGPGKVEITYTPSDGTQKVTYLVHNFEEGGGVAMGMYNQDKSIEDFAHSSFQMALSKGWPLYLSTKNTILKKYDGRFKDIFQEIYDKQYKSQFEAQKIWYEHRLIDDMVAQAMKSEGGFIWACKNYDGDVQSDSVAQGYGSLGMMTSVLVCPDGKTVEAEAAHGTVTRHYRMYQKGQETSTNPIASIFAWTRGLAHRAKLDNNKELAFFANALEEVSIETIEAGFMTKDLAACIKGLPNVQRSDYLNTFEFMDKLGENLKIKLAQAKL
#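 IDH1-R132H (0.5 ug/mL dispensed) in pH 7.5 Tris buffer was preincubated 30 min with compound, then given a substrate mix of 0.016 mM NADPH and 2 mM alpha-KG for 80 min at room temperature; remaining NADPH was read by diaphorase/resazurin fluorescence.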
# rTrxR1 inhibitor = inhibitors of rat thioredoxin reductase 1. actives 1% (n = 390,000). recombinant rTrxR1, NADPH fluorescence consumption, selenite substrate. Potency, µM (top dose mostly 114 µM), inactives show at the highest dose activity change, negative = inhibition, most hits filed as inhibitors; further: potency means the concentration at half of the fitted maximal effect; on the % scale 0 is the no-effect control and ±100 the full control effect; nearly all actives have a fitted effect of over 65% in size
#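 Rat TrxR1 (90 nM in the dispensed reagent) was pre-reduced with 400 uM NADPH for 5 min at room temperature, then incubated with compound for 15 min. After 400 uM selenite was added, NADPH fluorescence (Ex 340/Em 450 nm) was followed for 8 min.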
# D2 antag = D2 dopamine receptor (human) antagonism; P14416; HEK293 TREx D2 cells, calcium flux, dopamine EC80; inhibition, % at 10 µM; actives 2% (n = 340,000); AID 485344; in the data active means inhibition above about 30%; further: 0% is about no effect
#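 Compounds are added to dye-loaded, induced HEK293 T-REx cells coupled to calcium release via D2; after a 3 min kinetic read an EC80 dopamine stimulus is given and fluorescence is recorded for 3 more min.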
# USP1-UAF1 inh = USP1/UAF1 (human) deubiquitinase inhibition; recombinant USP1/UAF1, Ub-Rhodamine cleavage fluorescence; actives 0.23% (n = 390,000); AID 743255; Potency, µM (titrated, usually from 57.1 µM), for inactives: at the highest dose activity change, negative = inhibition, actives largely listed as inhibitors; O94782; further: potency means the concentration at half of the fitted maximal effect; on the % scale 0 is the no-effect control and ±100 the full control effect; nearly all actives have a fitted effect of over 60% in size; inactives centre near -12
#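 1 nM enzyme complex + cpd, 15 min RT; start with Ub-Rho 150nM final; kinetic fluorescence ex 480/em 540, 6 reads q60 s. Buffer 50mM HEPES pH 7.8, 0.5mM EDTA, 0.1 mg/ml BSA, 1mM TCEP, 0.01% Tween-20.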
# TRHR PAM = allosterically enhances the human TRH receptor. TRHR cells, fluo-8 calcium fluorescence, EC20 TRH enhancement. enhancement, % at 2 µM. actives 0.66% (n = 360,000). AID 493056; in the data active means enhancement above about 30%; further: 0% is about no effect
#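 TRHR-expressing cells loaded with fluo-8 calcium dye were read kinetically (ex 480/em 530) during compound addition, then stimulated with an EC20 of TRH (10 nM final). Enhancement of the Gq-mediated intracellular calcium response was scored.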
# PI4K2A block = blocks human PI4K2A kinase activity | purified PI4K2A, ADP-Glo luminescence, 1 h; hits give low values | Q9BTU6 | activity change, negative = inhibition, % at 76.9 µM | actives 0.13% (n = 420,000); in the data active means activity change below about -50%; inconclusive means mostly about -30% to -49%;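 further: -100% = wells without enzyme as full effect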
#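 In this quantitative HTS, ADP production by PI4K2A was quantified luminescently after 1 h at ambient temperature; 100 microM adenosine served as plate-quality control.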
# * marks the source's active call; other numbers are inactive results; ? = inconclusive; nt = no result given; [ ] = remark or other dose. Unless noted, the call rests on the fitted dose curve; in most records, active means well fitted inhibition curve with a large enough effect; inconclusive means small, poorly fitted or top-dose-only effect; inactive means no such curve, though single readings can be large or run the other way.
1: COc1ccc(/C=C2/CCc3ccccc3C2=O)cc1OC
2: COc1ccc(N2C(=S)NC(C)(C)CC2(C)c2ccc(OC(C)=O)cc2OC(C)=O)cc1 (stereo not given)
3: COc1ccc(CNC2CCCCC2)cc1
4: CCN(c1ccccc1)S(=O)(=O)c1c(-c2ccc(C)cc2)csc1C(=O)OC
5: COc1cc(/C=C2/SC(=S)N(Cc3ccccc3)C2=O)ccc1O
6: CCOC(=O)N1CCN(C(=O)c2nn(C)c3c2CSc2ccccc2-3)CC1
7: Cc1cc(C(=O)CN2C(=O)CCC2=O)c(C)n1Cc1ccccc1
8: Cc1ccc(CN2CCN(Cc3ccccc3)C(CCO)C2)s1 (stereo not given)
Assay by compound	1	2	3	4	5	6	7	8
TrxR1 substrate	-10%	4%[57.1 µM]	7%	7%[0.457 µM]	-3%	10%[57.1 µM]	-1%	-6%
D2 agonist	16	0.3	1.1	0.0	23	0.3	0.6	nt
TRHR ag	-1.0	1.1	0.4	0.3	39*	0.4	1.0	1.1
mIDH1 inhibitor	0%	1%	7%	-12%	?	-4%	6%	-2%
rTrxR1 inhibitor	-10%	4%[57.1 µM]	7%	46%[activator]	18%	-2%[57.1 µM]	-19%	1%
D2 antag	6	3	1	nt	0	26	-11	nt
USP1-UAF1 inh	-24%	-18%	-3%	-19%	-6%	-12%	-12%	-7%
TRHR PAM	0	5	-6	3	7	2	3	-5
PI4K2A block	-5	1	8	6	-4	3	3	-2

9: CC(=O)N1N=C(c2ccncc2)OC12CCCCC2
10: CN(C)C=Nc1c(C(=O)c2ccccc2)sc2nccc(N(C)C)c12
11: Cc1ccc(-c2noc(CCCC(=O)NCc3ccco3)n2)cc1
12: CCC(=O)Nc1sc(C(=O)Nc2ccccc2F)c(C)c1C(=O)OC
13: Cc1ccc(CNC(=O)c2ccc(NC(=O)CCS(=O)(=O)c3cccs3)cc2)cc1
14: CCOc1ccc(-n2c(C)nc3cc(C(=O)NCc4ccco4)ccc32)cc1
15: CCN(CC)C(=O)C(=O)c1cccn1-c1cccc(OC)c1C#N
16: CCCCCCC(=O)N/N=C/Cc1ccccc1
Assay by compound	9	10	11	12	13	14	15	16
TrxR1 substrate	160%[activator]	-25%	6%	-6%[57.1 µM]	-10%	-7%[57.1 µM]	-2%	-6%
D2 agonist	-1.1	0.8	-0.8	nt	-1.0	-0.4	0.8	-0.3
TRHR ag	0.4	-0.3	-1.0	-0.7	-0.7	0.4	-0.1	-0.1
mIDH1 inhibitor	2%	-5%	-13%	9%	3%	2%	8%	5%
rTrxR1 inhibitor	3%	-34%	7%	14%[57.1 µM]	15%[57.1 µM]	-2%[57.1 µM]	16%	3%
D2 antag	1	6	nt	nt	1	-16	0	2
USP1-UAF1 inh	-9%	-14%	-17%	-4%	5%	-13%	-12%	-3%
TRHR PAM	-4	5	-3	-8	-6	-3	-2	16
PI4K2A block	-11	-9	-2	1	7	-6	4	1

17: CCOc1ccc(CNC(=O)C(C)n2ccc3cc(S(=O)(=O)N4CCCC4)ccc32)cc1 (stereo not given)
18: COc1cccc(C(=O)NCCCNC(=O)c2ccccn2)c1
19: Cn1c(CC(=O)c2ccc(Br)cc2)[n+](C)c2ccccc21
20: O=C(NCCCN1CCOCC1)c1cc(-c2ccccc2F)no1
21: CC(C)Oc1ccc(C(=O)Nc2ccc(S(=O)(=O)N3CCN(C)CC3)cc2)cc1
22: Clc1ccc(-c2noc3ncnc(N4CCCCC4)c23)cc1
23: CCOc1ccc(OCC(=O)OCC(=O)NCC2CCCO2)cc1 (stereo not given)
24: O=C(Cn1nc2ccccc2n1)N/N=C/c1cc(Cl)cc([N+](=O)[O-])c1O
Assay by compound	17	18	19	20	21	22	23	24
TrxR1 substrate	5%	1%	2%[57.1 µM]	-2%	0%	-2%	-2%	-7%[57.1 µM]
D2 agonist	-0.8	0.2	1.6	0.8	nt	-0.6	0.1	-0.3
TRHR ag	-0.3	-0.5	0.1	0.0	1.6	-2.2	0.1	-0.2
mIDH1 inhibitor	3%	-1%	0%	8%	-1%	-11%	1%	4%
rTrxR1 inhibitor	26%	4%	16%[57.1 µM]	18%	18%	9%	-5%	-2%[57.1 µM]
D2 antag	-3	-19	-22	-6	nt	nt	-13	14
USP1-UAF1 inh	-21%	-15%	-4%	-20%	-21%	-27%	-5%	-27%
TRHR PAM	0	3	0	-1	0	-6	7	6
PI4K2A block	-7	-24	0	-2	-6	0	3	1

# Pulled by structure from the list above (3):
3: COc1ccc(CNC2CCCCC2)cc1
14: CCOc1ccc(-n2c(C)nc3cc(C(=O)NCc4ccco4)ccc32)cc1
11: Cc1ccc(-c2noc(CCCC(=O)NCc3ccco3)n2)cc1
Assay by compound	3	14	11
TrxR1 substrate	7%	-7%[57.1 µM]	6%
D2 agonist	1.1	-0.4	-0.8
TRHR ag	0.4	0.4	-1.0
mIDH1 inhibitor	7%	2%	-13%
rTrxR1 inhibitor	7%	-2%[57.1 µM]	7%
D2 antag	1	-16	nt
USP1-UAF1 inh	-3%	-13%	-17%
TRHR PAM	-6	-3	-3
PI4K2A block	8	-6	-2

# Next section
25: O=C(CCCc1nc2ccccc2s1)NCc1ccccc1F
26: O=C(Nc1ccc(Br)cc1)C1C2C=CC3(O2)C1C(=O)N(CCN1CCOCC1)C3C(=O)NC1CCCCC1 (stereo not given)
27: COC(=O)c1cc2c(cc1NC(=O)c1cnn(-c3ccccc3)c1-n1cccc1)OCO2
28: COC(=O)[C@@H](NC(=O)Nc1ccc(OC(F)(F)F)cc1)C(C)C
29: CSCCC(NC(=O)c1ccccc1Cl)C(=O)N1CCN(c2ccccn2)CC1 (stereo not given)
30: O=c1cc2c(nn1Cc1ccccc1Cl)-c1ccccc1CC2
31: CCN(CC)S(=O)(=O)c1ccc2c(c1)c(=O)c(C(=O)N1CCN(c3cc(Cl)ccc3C)CC1)cn2C
32: O=C(Nc1ccc(S(=O)(=O)Nc2ccccn2)cc1)C(F)(F)F
Assay by compound	25	26	27	28	29	30	31	32
TrxR1 substrate	-8%[57.1 µM]	9%	0%	1%	19%	5%[57.1 µM]	-8%	3%[57.1 µM]
D2 agonist	nt	1.4	-0.4	nt	nt	-1.2	-0.7	0.2
TRHR ag	-0.7	0.3	1.2	-0.4	nt	-0.7	-0.5	0.1
mIDH1 inhibitor	7%	1%	0%	1%	0%	2%	6%	5%
rTrxR1 inhibitor	10%[57.1 µM]	19%	5%	7%	13%	-10%	-1%	4%[57.1 µM]
D2 antag	nt	-9	nt	nt	nt	-20	nt	3
USP1-UAF1 inh	-12%	?	-15%	-13%	-21%	-5%	-21%	-10%
TRHR PAM	-3	2	0	-2	nt	-1	-18	1
PI4K2A block	2	-1	1	2	1	-2	7	2

33: CC(C)Cn1c(-c2ccc(F)cc2)n[nH]c1=S
34: O=C(c1ccc(N2CCCS2(=O)=O)cc1)N1CCN(c2ccc(F)cc2)CC1
35: COc1ccc(CNCc2c(C(=O)N(C)C)nc3ccc(Cl)cn23)c(OC)c1
36: CCOC(=O)c1ccc(COC(=O)CCc2nc(-c3ccccc3)c(-c3ccccc3)o2)cc1
37: Cc1cc(=O)n(CC(=O)N2CCN(c3ccc(F)cc3)CC2)c2c1c(C)nn2C
38: Cc1cc(C)cc(N(CC(=O)NCC2CCCO2)S(=O)(=O)c2c(C)noc2C)c1 (stereo not given)
39: CCOc1cc(C#N)c(NC(=O)Cn2nnc3ccccc32)cc1OCC
40: O=C(N/N=C/c1ccc2c(c1)OCO2)c1ccc(Cl)cc1Cl
Assay by compound	33	34	35	36	37	38	39	40
TrxR1 substrate	-9%	10%	9%	26%	0%[57.1 µM]	7%	-5%	-9%
D2 agonist	-0.2	1.3	-0.9	0.0	0.9	-0.6	-0.7	-0.7
TRHR ag	-0.3	-0.4	0.5	-0.6	-0.3	1.0	0.1	-0.3
mIDH1 inhibitor	10%	7%	4%	0%	6%	14%	0%	-9%
rTrxR1 inhibitor	?	24%	-7%	41%[activator]	9%[57.1 µM]	23%	-4%	7%
D2 antag	-1	6	-15	5	nt	3	-5	-1
USP1-UAF1 inh	-12%	-21%	-15%	-23%	0%	?	-13%	-12%
TRHR PAM	1	5	-6	32*	12	-4	-1	-7
PI4K2A block	3	-2	0	1	4	-2	1	-2

41: O=C(c1ccc(S(=O)(=O)Cc2cc(F)ccc2F)c([N+](=O)[O-])c1)N1CCCCC1
42: O=C(COc1cccc(Cl)c1)Nc1ccccc1N1CCCCC1
43: COc1cccc(-c2nn3c(-c4cccc(C)c4)nnc3s2)c1
44: Cc1ccc(NC(=O)C(=O)NCc2ccco2)cc1
45: C/C(CCc1ccc2c(c1)OCO2)=N\NC(=O)c1ccc(C)cc1C
46: COc1ccc(Br)cc1CNC(=O)C1CCCN(S(C)(=O)=O)C1 (stereo not given)
47: Cc1ccc(NC(=O)CCc2nnc(SCC(=O)Nc3ccccc3C)n2C)cc1Cl
48: COc1ccc(-n2ccnc2CN2CCCC(CO)(Cc3cccc(OC)c3)C2)cc1 (stereo not given)
49: Cc1ccc(-c2nc(CSc3nc4ccccc4c(=O)n3C)cs2)cc1
50: COc1ccccc1NC(=O)N1CCN(c2ccnc3cc(Cl)ccc23)CC1
Assay by compound	41	42	43	44	45	46	47	48	49	50
TrxR1 substrate	0%	6%[57.1 µM]	4%	13%	-4%	9%	-5%	-1%	2%	3%[11.4 µM]
D2 agonist	1.2	0.2	0.0	-2.1	4.4	1.4	0.0	-0.5	nt	-2.3
TRHR ag	0.1	-0.2	0.5	-1.2	-0.1	-0.2	0.4	-0.1	0.6	-1.1
mIDH1 inhibitor	1%	4%	0%	31%[activator]	-4%	1%	0%	-5%	6%	2%
rTrxR1 inhibitor	4.5µM*	18%	-13%	13%	1%[57.1 µM]	8%	9%	6%	-8%	-6%[11.4 µM]
D2 antag	-6	-3	2	nt	-3	8	-7	17	nt	3
USP1-UAF1 inh	-14%	?	-10%	-13%	-29%	1%	-7%	-6%	-21%	-15%
TRHR PAM	-2	6	9	-4	2	-10	5	-3	-2	6
PI4K2A block	16	2	2	-1	0	-1	0	2	0	3
